Eya2 inh: qHTS Assay for Inhibitors of the Phosphatase Activity of Eya2. Protein phosphatase EYA2 (Homo sapiens), O00167. recombinant Eya2, OMFP fluorescence dephosphorylation (OMFP is methylfluorescein phosphate). Potency, µM (highest dose often 76.9 µM), without a hit: at the highest dose activity, negative = inhibition, hits mostly inhibitors. 330,000 tested, 0.006% active. AID 488837, 2010; also: potency is read from the fitted curve at half-maximal effect; % is scaled to controls: 0 for no effect and ±100 for the full control effect
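Eya2 (0.2 uM) preincubated 10 min at ambient with compound, then OMFP substrate added at 50 uM; 10 min reaction in 50 mM HEPES pH 7.5, 50 mM NaCl, 5 uM MgCl2, 0.05% BSA, 1 mM DTT. Fluorescence read at Ex 485/Em 525 nm.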
Mito fusion yeast: qHTS Assay for Small Molecule Inhibitors of Mitochondrial Division or Activators of Mitochondrial Fusion | Potency, µM (doses to about 46.1 µM), for the others: at the top dose growth rescue (activation), usual class: activators | S. cerevisiae fusion-defective mutant growth rescue, CellTiterGlo 48 h | 320,000 tested, 0.23% active | AID 485298, 2010;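 also: potency is read from the fitted curve at half-maximal effect; % of control where 0% means no effect; nearly all actives have a fitted effect of over 45% in size; temperature-sensitive fusion mutants such as fzo1-1 at 37 °C on non-fermentable ethanol glycerol medium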
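Read-out: ATP-based luminescence (CellTiterGlo, 10 min ambient) reporting growth of fusion-defective ts yeast after 48 hours at 37C on glycerol/ethanol YPEG medium in the presence of compound.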
USP2a inh: qHTS Assay for Inhibitors of Ubiquitin-specific Protease USP2a Using CHOP2 as the Reporter. 330,000 tested, 0.01% active. USP2 core, Ub-CHOP2 coupled fluorogenic reporter, 485/531. Potency, µM (titrated, usually from 38.3 µM), inactives show at the top dose activity change, negative = inhibition, hits mostly inhibitors. Ubiquitin carboxyl-terminal hydrolase 2 (Homo sapiens), O75604;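 also: potency is read from the fitted curve at half-maximal effect; plate controls were DMSO wells for no effect and full inhibition by NEM control for full effect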
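Deubiquitinase activity read as fluorescence (485/531 nm) after Ub-CHOP2 cleavage activates the enterokinase reporter on its substrate; USP2 core 10nM, Ub-CHOP2 and substrate 25nM each, 30min compound preincubation then 60min RT; data normalized to NEM, curves fitted.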
BCR signal inh: qHTS Assay to Find Inhibitors of Chronic Active B-Cell Receptor Signaling; ABC-DLBCL IkBa-CBG/CBR reporter, luminescence ratio, 4 h; Potency, µM (top dose mostly 46.1 µM), inactives show top-dose ratio change, negative = lower green/red ratio, usual class: inhibitors; 340,000 tested, 0.05% active; AID 493014, 2011; active = well fitted inhibition curve with a large enough effect in the signal ratio, with a control signal flat, not every such curve was filed as active; inconclusive = small, poorly fitted or top-dose-only effect, or effect the other way, or a change in a side signal; the % refers to the signal ratio;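 also: potency is read from the fitted curve at half-maximal effect; plate controls were basal doxycycline-induced cells for no effect and cells given 10 µM MG132 for full effect; MG132 reads +100%, hits lower the ratio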
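TMD8 ABC-DLBCL cells carrying doxycycline-inducible green luciferase fused to IkappaBalpha plus unfused red luciferase were exposed to compounds (up to 46 uM) for 4 hrs at 37C. Activity came from the overlap-corrected green/red luminescence ratio.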
PKM2 act: qHTS Assay for Activators of Human Muscle isoform 2 Pyruvate Kinase. Pyruvate kinase PKM (Homo sapiens), P14618. purified PKM2, Kinase-Glo ATP luminescence, activation; response scale: 0% is enzyme alone, no compound. Potency, µM (doses to about 57.5 µM), for the others: top-dose activation, hits mostly activators. 260,000 tested, 0.34% active. AID 1631, 2009; also: potency is read from the fitted curve at half-maximal effect; % is scaled to controls: 0 for no effect and ±100 for the full control effect; nearly all actives have a fitted effect of over 55% in size
Target sequence (P14618 whole entry, looked up, canonical isoform): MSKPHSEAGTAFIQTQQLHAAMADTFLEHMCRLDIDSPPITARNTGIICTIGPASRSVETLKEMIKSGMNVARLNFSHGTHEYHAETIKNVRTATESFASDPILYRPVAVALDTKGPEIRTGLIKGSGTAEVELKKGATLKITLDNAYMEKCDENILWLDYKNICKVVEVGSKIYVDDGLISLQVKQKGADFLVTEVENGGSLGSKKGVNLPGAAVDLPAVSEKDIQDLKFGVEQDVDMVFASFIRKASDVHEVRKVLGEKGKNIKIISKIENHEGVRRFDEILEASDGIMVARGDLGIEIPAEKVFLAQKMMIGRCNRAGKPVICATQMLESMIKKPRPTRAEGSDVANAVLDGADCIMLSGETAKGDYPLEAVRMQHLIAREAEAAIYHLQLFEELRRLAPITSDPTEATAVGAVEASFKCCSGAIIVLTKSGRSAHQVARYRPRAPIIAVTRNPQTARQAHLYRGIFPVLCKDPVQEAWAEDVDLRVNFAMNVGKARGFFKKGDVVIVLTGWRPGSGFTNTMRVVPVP
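hPK-M2, >95% pure; 0.1 mM ADP / 0.5 mM PEP final; imidazole pH7.2 buffer w/ 7 mM MgCl2, 50 mM KCl; 1 h RT; Kinase-Glo lum. Intermediate enzyme activity for dual inhibitor/activator qHTS.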
MBNL1-CUG inh: qHTS Assay for Inhibitors of MBNL1-poly(CUG) RNA binding; TR-FRET MBNL1-His/biotin-(CUG)12 binding, 665/545 ratio; Potency, µM (highest dose often 57.5 µM), for the others: at the top dose activity change, negative = inhibition, most hits filed as inhibitors; 280,000 tested, 0.036% active; AID 2675, 2010; active = well fitted inhibition curve with a large enough effect in the signal ratio, with a control signal flat, not every such curve was filed as active; inconclusive = small, poorly fitted or top-dose-only effect, or effect the other way, or a change in a side signal; inactive = no such curve, though single readings can be large or run the other way; the % refers to the signal ratio; also: potency is read from the fitted curve at half-maximal effect; % is scaled to controls: 0 for no effect and ±100 for the full control effect
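Ratiometric TR-FRET (665 over 545 nm, excitation 340 nm) tracks disruption of MBNL1-His/biotin-(CUG)12 complex after 60 min at room temperature, with compounds at 92 nM to 58 uM final.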
TSHR antag: Antagonists of the Thyroid Stimulating Hormone Receptor: HTS campaign. Thyrotropin receptor (Homo sapiens), P16473. TSHR-expressing cells, TSH-stimulated cAMP HTRF, 2 h; hits give low values. activity change, negative = inhibition, % at 11.5 µM. 330,000 tested, 0.2% active. AID 504810, 2011;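 active = activity change below a set negative limit, meaning inhibition stronger than a set level, cut at about -70% in these data; inconclusive = activity change between two set negative limits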; also: % is scaled to controls: 0 for no effect and ±100 for the full control effect
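TSHR-expressing cells, 200/well, pre-treated with compound, then stimulated with EC80 TSH (4nM final) for 2 hours at 37 deg C. cAMP measured by competitive HTRF: anti-cAMP cryptate antibody in lysis buffer plus cAMP-d2, read after 30 minutes at room temperature.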
Menin MLL FP TR: qHTS Assay for Inhibitors Targeting the Menin-MLL Interaction in MLL Related Leukemias: Competition With Texas Red Labeled MLL-derived Mutant Peptide. Potency, µM (titrated, usually from 61.6 µM), for the others: top-dose FP activity change, negative = inhibition, hits mostly inhibitors. AID 1768, 2009. Menin + Texas Red MLL mutant peptide, fluorescence polarization. 270,000 tested, 0.23% active; active = well fitted inhibition curve with a large enough effect in the polarisation, with a control signal flat, not every such curve was filed as active; inconclusive = small, poorly fitted or top-dose-only effect, or effect the other way, or a change in a side signal; inactive = no such curve, though single readings can be large or run the other way; the % refers to the polarisation; also: potency is read from the fitted curve at half-maximal effect; % of control where 0% means no effect; many of its hits are not listed in these tables
hERG WT inh: qHTS for Inhibitors of KCHN2 3.1: Wildtype qHTS. AID 720551, 2013. U2OS, BacMam KCNH2, thallium flux FluxOr; hits give low values. activity change, % at 1.84 µM. 340,000 tested, 0.37% active. Voltage-gated inwardly rectifying potassium channel KCNH2 (Homo sapiens), Q12809;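 active = maximum activity change below -70%; inconclusive = maximum activity change between -70% and -50%; inactive = maximum activity change above -50%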; also: % is scaled to controls: 0 for no effect and ±100 for the full control effect
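U2OS cells transduced with wild-type KCNH2 virus are loaded with FluxOr dye for 45 min, and thallium flux is measured in kinetic reads before and after stimulation buffer. Rate constants are normalized to DMSO controls.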
GALK inh: qHTS Assay for Inhibitors of Human Galactokinase (GALK). P51570. Purified GALK, Kinase-Glo residual ATP luminescence. Potency, µM (series often up to 57.5 µM), for the others: at the highest dose activity change, negative = inhibition, hits mostly inhibitors. 270,000 tested, 0.007% active; also: potency is read from the fitted curve at half-maximal effect; % is scaled to controls: 0 for no effect and ±100 for the full control effect
Target sequence (P51570 whole entry, looked up): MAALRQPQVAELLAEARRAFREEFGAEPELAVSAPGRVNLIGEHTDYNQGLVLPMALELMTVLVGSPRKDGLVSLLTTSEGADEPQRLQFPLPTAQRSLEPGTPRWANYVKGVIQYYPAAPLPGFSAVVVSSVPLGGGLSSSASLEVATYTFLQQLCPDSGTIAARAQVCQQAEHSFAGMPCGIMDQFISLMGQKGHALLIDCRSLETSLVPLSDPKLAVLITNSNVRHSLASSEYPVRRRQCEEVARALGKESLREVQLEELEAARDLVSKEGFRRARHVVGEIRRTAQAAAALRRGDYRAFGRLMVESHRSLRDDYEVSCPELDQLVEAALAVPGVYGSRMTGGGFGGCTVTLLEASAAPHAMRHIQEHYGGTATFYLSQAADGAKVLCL
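Luminescence from leftover ATP (Ultra-Glo luciferase/luciferin) served as read-out after a 1 h room-temperature reaction of 5 nM GALK with 35 uM ATP and 100 uM galactose.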
S-ASM inh: Inhibitors of Secretory Acid Sphingomyelinase (S-ASM): qHTS | 340,000 tested, 0.006% active | Sphingomyelin phosphodiesterase (Homo sapiens), P17405 | Potency, µM (series often up to 57.5 µM), without a hit: at the highest dose activity change, negative = inhibition, actives largely listed as inhibitors | AID 504937, 2011 | placental ASM, HMU-PC fluorogenic substrate, 60 min; also: potency is read from the fitted curve at half-maximal effect
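qHTS format. ASM enzyme prepared from human placenta hydrolyses the fluorogenic substrate HMU-PC0 (9 uM final) over 60 min at 37 °C after a 10 min compound preincubation.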
* hit, by the source's call; ? = inconclusive; · = no result given; [ ] = remark or other dose. Unless noted, calls follow the shape of the dose curve; as a rule, active = well fitted curve in the direction sought with a large enough effect; inconclusive = small, poorly fitted or top-dose-only effect, or another doubt; inactive = no such curve, though single readings can be large; an effect the other way counts as inactive or inconclusive. These rows are one share of the data; the hit share may differ from the screen's.

SMILES | Eya2 inh | Mito fusion yeast | USP2a inh | BCR signal inh | PKM2 act | MBNL1-CUG inh | TSHR antag | Menin MLL FP TR | hERG WT inh | GALK inh | S-ASM inh
O=C(NCc1cccnc1)c1nnc(Cc2ccc(F)cc2)o1 | 12.7% | -1.3% | 1.9% | -2.9% | -0.1% | 1.7% | 15.8 | 4.2%[11.7 µM] | -13.8 | 2.5% | 7.1%
COc1ccc(C(=O)c2ccc(Cl)c([N+](=O)[O-])c2)cc1 | 1.9% | 4.3% | 1.9% | ? | -7.3% | · | -7.4 | 6.3% | -19.2 | 2.7% | -1.4%
Clc1ccc(CSc2nnc3ccccn23)c(Cl)c1 | 1.6% | 3.5% | 3.4% | ? | 0.2% | 4.9% | -2.7 | -11.2% | 0.2 | -2.6% | -1.6%
CCOC(=O)c1sc(NC(=O)CSc2nnnn2-c2ccccc2)nc1C | 18.4% | -2.4% | 0.4% | 4.0% | 2.5% | -4.1% | -2.5 | -0.1% | -14.5 | -4.0% | 2.2%
CC(=O)N/C(=C\c1cccc([N+](=O)[O-])c1)C(=O)NC1CCCCC1 | 2.5% | 6.5% | -1.2% | ? | 10.6% | ? | 9.7 | -1.9% | -6.1 | 0.5% | -1.2%
CCC(C)(C)c1ccc(Oc2ccc(NC(=O)COC(=O)C3=COCCO3)cc2)cc1 | -15.3% | ? | -3.1% | 24.2% | -21.5% | 2.3% | -12.5 | 17.2% | 8.0 | 1.7% | -13.8%
O=C(NC1CCS(=O)(=O)C1)c1cccc(Cl)c1 (stereo not drawn) | 19.0% | -6.0% | 0.1% | ? | · | · | -13.0 | · | 3.4 | · | 1.2%
O=C(Nc1ccc(Cl)cc1Cl)C1CCC(=O)N1Cc1ccccc1Cl (stereo not drawn) | -15.5% | 0.2% | -0.6% | -0.7% | -3.7% | 0.5% | 14.2 | 0.6% | 14.2 | 3.2% | 4.4%
CCC(=O)Nc1ccc(S(=O)(=O)NCCc2ccccc2)cc1 | 21.8% | 1.1% | 1.5% | 4.3% | 8.0% | -10.6% | -2.5 | 2.3% | 1.2 | 4.0% | -1.5%
CC1CCCCN1S(=O)(=O)c1ccc(C(=O)Nc2nnc(-c3cccs3)o2)cc1 (stereo not drawn) | -1.6% | 2.3% | 0.2% | ? | 1.2% | 12.6% | -7.5 | ? | 1.8 | -1.0% | -7.1%
Nn1cc(-c2ccccc2)nc1SCC(=O)N1CCN(S(=O)(=O)c2ccc(Cl)cc2)CC1 | -2.7% | 2.1% | -2.2% | -0.6% | 10.9% | 0.4% | 3.2 | -2.9% | -6.7 | 2.6% | -6.4%
O=C(CCN1CCCCC1)N=Nc1c(O)[nH]c2ccccc12 | 3.4% | -12.3% | -0.1% | 1.0% | -1.0% | 15.1% | -19.9 | 5.1% | -11.0 | -0.5% | -0.6%
O=c1c(-c2cc3ccccc3o2)[n+]([O-])c2ccccc2n1OCc1ccccn1 | 7.0% | -4.8% | -0.4% | 0.4% | -6.1% | ? | -10.4 | 28.6% | 11.7 | -1.0% | 13.1%
CC(/C=C/C=C/c1ccccc1)=N/NC(=O)c1ccc2c(c1)OCCO2 | 2.0% | -2.3% | 1.4% | ? | -6.9% | · | 8.6 | · | 5.2 | -0.7% | -1.9%
CNCCOc1ccccc1OC(C)C | 4.1% | -0.7% | 1.3% | 3.5% | 2.5% | 0.7% | -3.4 | -0.5% | 0.8 | -1.6% | -0.8%
CC1CCN(CCCNC(=O)C2CCN(S(=O)(=O)N3CCC4(CC3)OCCO4)CC2)CC1 | -3.7% | -9.2% | 3.1% | 4.2% | -7.1% | 16.0% | 0.3 | 15.4% | 5.6 | 0.1% | 6.7%
O=C(CSc1ccccc1C(=O)O)c1ccccc1 | -2.2% | -12.3% | -0.4% | -12.8% | · | -2.6% | 1.5 | 7.1% | 2.7 | 8.3% | 0.1%
COc1cccc(CNC(=O)c2ccc(C)c(S(=O)(=O)N3CCCCC3)c2)c1 | -33.1% | 2.3% | 5.2% | 9.3% | · | · | -26.2 | · | 1.5 | · | -1.9%
CN(C(=O)COC(=O)C1CCN(S(=O)(=O)c2c(Cl)cccc2Cl)CC1)C1CCS(=O)(=O)C1 (stereo not drawn) | 25.9% | 0.2% | -0.7% | 4.7% | · | · | -0.8 | · | -1.7 | · | 1.4%
O=C(NN=C1CCCC1)c1ccccc1O | -0.4% | -0.5% | -4.1% | ? | 0.6%[11.5 µM] | 9.1% | -2.7 | 20.3% | -1.0 | -3.0% | -2.4%
Cn1nnnc1SCC(=O)NCc1cccs1 | -8.2% | -3.5% | 0.0% | -4.3% | -7.4% | -6.9% | 12.5 | -2.2% | -0.5 | 1.5% | 5.9%
CC[C@H](C)[C@H](NC(N)=O)C(=O)Nc1ccc(S(=O)(=O)NC(C)C)cc1 | -7.6% | 3.7% | 0.0% | -1.7% | -0.5% | -3.3% | 3.1 | · | -3.7 | -0.7% | 4.1%
O=C(Nc1ccccc1)Nc1ccccc1C(=O)NCC1CC1 | -16.6% | 1.9% | -1.0% | ? | -1.4% | 5.3% | 6.0 | · | -1.3 | · | 7.2%
Brc1cc(Cc2nnc(-c3ccccc3)o2)c(Br)s1 | -14.2% | 1.4% | 0.2% | -9.2% | -7.0% | · | -6.6 | · | -2.8 | -1.9% | -4.1%
COc1ccc(CNC(=O)c2ccc3c(c2)NC(=O)C(C)S3)cc1 (stereo not drawn) | -2.7% | 2.0% | -1.7% | ? | 3.9% | -10.7% | -4.5 | · | 2.0 | · | 4.8%

Next section
SMILES | Eya2 inh | Mito fusion yeast | USP2a inh | BCR signal inh | PKM2 act | MBNL1-CUG inh | TSHR antag | Menin MLL FP TR | hERG WT inh | GALK inh | S-ASM inh
CCC(COC)NC(=O)c1ccc(OC)c(OC2CCN(C(C)=O)CC2)c1 (stereo not drawn) | 7.0% | 0.8% | 1.2% | 1.2% | 0.0% | 0.6% | 3.6 | -17.0% | -4.3 | 0.0% | -1.0%
N#Cc1cn(CC(=O)N2CCc3ccccc3C2)c2ccccc12 | 0.9% | 14.3% | -1.5% | -0.4% | -2.7% | ? | -7.3 | -20.1% | -15.8 | -2.8% | -0.2%
CC1(c2ccc(Cl)cc2)NC(=O)N(CC(=O)NCc2cccs2)C1=O (stereo not drawn) | -2.8% | -3.5% | 3.0% | 0.7% | 5.8% | -12.2% | 6.9 | 1.3% | 5.2 | 2.0% | -0.7%
CCC(=O)N1CCc2cc(S(=O)(=O)CCC(=O)NCc3ccc(OC)cc3)ccc21 | -5.6% | -27.2% | -0.1% | -2.6% | · | -2.9% | 4.3 | 1.9% | 5.0 | 7.4% | 6.2%
CCN(C(=O)COC(=O)/C=C/c1ccccc1[N+](=O)[O-])C1CCS(=O)(=O)C1 (stereo not drawn) | -6.0% | 6.9% | 2.8% | 2.5% | 7.6% | ? | 18.5 | 5.3% | -1.0 | -3.6% | 2.3%
O=C(CCNS(=O)(=O)c1ccc2c(c1)CCC(=O)N2)Nc1ccc(F)c(F)c1 | 6.2% | -9.1% | 2.8% | -10.4% | · | -5.7% | 0.7 | · | -7.0 | 5.2% | -1.8%
CCOC(=O)c1cccc(NC(=O)/C(=C\c2ccccc2)NC(=O)c2ccccc2Cl)c1 | 25.6% | -0.3% | -0.8% | 3.1% | 1.0% | -2.2% | -6.4 | 4.5% | 43.8 | 2.9% | -0.1%
COc1cccc(Cn2nc3c4cc(F)ccc4n(Cc4ccc(F)cc4)cc-3c2=O)c1 | -11.0% | 14.6% | -0.9% | -3.2% | · | 3.0% | -2.7 | 20.9% | 1.7 | · | -3.6%
